Screening results from PubChem.
GPR151 activ = human GPR151 activation; Q8TDV0; PathHunter beta-arrestin GPR151 cells, luminescence; activation, % at 11.2 µM; actives 1% (n = 650,000); AID 1508602; in the data active = activation above about 4.9%;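 also: 0% = median of compound wells and 100% = cells with positive control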
Target sequence (Q8TDV0 whole entry, looked up): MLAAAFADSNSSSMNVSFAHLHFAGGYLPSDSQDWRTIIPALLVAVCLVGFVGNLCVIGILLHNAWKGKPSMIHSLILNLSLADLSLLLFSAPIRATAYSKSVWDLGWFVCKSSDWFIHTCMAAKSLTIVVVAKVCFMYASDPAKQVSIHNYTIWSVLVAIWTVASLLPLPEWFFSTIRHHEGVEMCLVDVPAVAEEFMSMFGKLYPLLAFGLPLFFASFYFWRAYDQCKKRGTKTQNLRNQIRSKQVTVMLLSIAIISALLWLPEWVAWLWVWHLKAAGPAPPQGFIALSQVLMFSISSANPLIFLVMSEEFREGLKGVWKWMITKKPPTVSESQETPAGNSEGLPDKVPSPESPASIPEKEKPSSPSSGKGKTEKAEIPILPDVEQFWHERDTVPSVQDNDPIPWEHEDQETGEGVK
MITF primary = blocks human microphthalmia-associated transcription factor; O75030; AlphaScreen MITF homodimerization, bead proximity signal; inhibition, % at 2.6 µM; actives 0.91% (n = 650,000); AID 1259374; in the data active = inhibition above about 50%;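 also: 0% = vehicle wells with protein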
FBW7 activator = human FBW7 E3 ligase activation, primary screen; Q969H0; AlphaScreen FBW7–phospho-cyclin E peptide binding, activator screen; normalized activity (activation), % at 26.1 µM; actives 0.13% (n = 650,000); AID 1259310; in the data active = normalized activity above about 1.9%;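 also: purified mutant Fbw7 with reduced substrate affinity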
Target sequence (Q969H0 whole entry, looked up): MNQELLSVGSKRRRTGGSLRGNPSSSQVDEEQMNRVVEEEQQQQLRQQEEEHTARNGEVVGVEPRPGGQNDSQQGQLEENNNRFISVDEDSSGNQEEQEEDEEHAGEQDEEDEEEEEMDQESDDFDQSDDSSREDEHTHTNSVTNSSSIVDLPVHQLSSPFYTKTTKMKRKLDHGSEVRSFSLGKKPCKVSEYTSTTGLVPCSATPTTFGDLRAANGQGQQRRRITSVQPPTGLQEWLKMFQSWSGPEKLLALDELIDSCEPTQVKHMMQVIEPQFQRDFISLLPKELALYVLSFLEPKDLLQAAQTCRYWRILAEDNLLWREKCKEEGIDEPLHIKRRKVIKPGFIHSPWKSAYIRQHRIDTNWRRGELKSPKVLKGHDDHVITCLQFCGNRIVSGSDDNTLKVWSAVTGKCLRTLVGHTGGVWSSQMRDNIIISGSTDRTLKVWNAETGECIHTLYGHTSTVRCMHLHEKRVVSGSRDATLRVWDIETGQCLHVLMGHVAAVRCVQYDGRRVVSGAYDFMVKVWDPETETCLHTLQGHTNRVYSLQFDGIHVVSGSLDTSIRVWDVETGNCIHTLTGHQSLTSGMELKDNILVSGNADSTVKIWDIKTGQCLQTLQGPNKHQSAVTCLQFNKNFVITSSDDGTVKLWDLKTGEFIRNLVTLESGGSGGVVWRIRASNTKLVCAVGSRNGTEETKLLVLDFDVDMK
TEAD-YAP inh = TEAD-YAP interaction inhibition; inhibition, % at 9.12 µM; actives 1.4% (n = 640,000); HEK-TIYL cells, TEAD-Gal4/YAP UAS-luciferase luminescence; in the data active = inhibition above about 32%;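 also: 0% = median of test compound wells and 100% = reference inhibitor wells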
The depositor's hits bear a star; x = not tested or not shown.

Sequence of screens: GPR151 activ | TEAD-YAP inh | MITF primary | FBW7 activator
Cc1onc(C(=O)NCc2ccc(F)cc2)c1[N+](=O)[O-]
    2.2 | -3.2 | 0.6 | 0.0
O=c1nc(SCc2cccnc2)c2c(n1CCCO)CCCC2
    -1.5 | 6.0 | -11.4 | 0.3
NNS(=O)(=O)c1cccc2cccnc12
    -1.0 | -4.4 | 7.8 | 0.0
Nc1nonc1-c1noc(-c2ccccc2F)n1
    -1.5 | -41.1 | 2.9 | 0.1
Cc1ccc(CNC(=O)CN2CCN(Cc3ccc(C)cc3)C2=O)cc1
    -0.9 | 6.6 | 6.9 | -0.2
COC(=O)C1=C(C)N(Cc2ccccc2)[C@]23O[C@](C(=O)OC)(C(=O)N2[C@@H]1c1ccccc1)[C@H]1CCOC(=O)[C@H]13
    -0.1 | x | -2.5 | 0.0
CCOC(=O)c1cnc(SCC(=O)c2cc(C)ccc2OC)nc1N
    -0.5 | -8.4 | 7.4 | 0.1
O=C(CN(C1CCCCC1)S(=O)(=O)c1ccc(F)cc1)NCc1cccnc1
    -1.1 | -8.1 | 2.2 | -0.2
O=C(NCCN1CCOCC1)c1nn2c(c1Cl)NC(c1cccs1)CC2C(F)(F)F (stereo not given)
    -0.3 | 0.2 | -7.8 | 0.0
CCc1ccc(-n2c(=S)sc3c(=O)n(-c4ccccc4C)c(SCC(=O)c4ccccc4)nc32)cc1
    -1.3 | -9.7 | -2.2 | -0.1
Cc1c(C(=O)NCCN2CCN(C)CC2)oc2ccc3c(c12)C(=O)CC1(CCCCC1)O3
    -2.4 | 6.2 | 14.0 | 0.7
CCCCCn1c(SCC(=O)C(C)(C)C)nc2cc(C(=O)NCc3ccccc3)ccc2c1=O
    -0.7 | -5.8 | -3.9 | -0.2
O=C(N/N=C/c1ccc(I)o1)c1cccc(F)c1
    0.1 | -46.4 | 0.9 | -0.2
COc1ccc(Cl)cc1C(=O)Nc1ccc(S(=O)(=O)NC(C)(C)C)cc1
    0.0 | -7.0 | -2.7 | 0.0
COc1ccc2[nH]c(C)c(CN(C)C)c(=O)c2c1
    0.0 | 14.6 | -3.5 | 0.0
CCCN1C(=O)/C(=c2\sc3nc(-c4ccccc4OC)nn3c2=O)c2ccccc21
    -0.2 | 0.0 | 4.7 | -0.1
CCn1c2[n+](c3ccccc31)CC(O)CS2 (stereo not given)
    -0.2 | -0.6 | 10.9 | 0.0
O=C(O)Cn1cccc([N+](=O)[O-])c1=O
    -0.9 | -7.5 | -2.5 | -0.1
Cc1ccc2nc(NCc3ccccc3)nc(-c3ccccc3)c2c1
    -0.2 | -0.3 | -26.8 | 0.1
CCc1ccc(NC(=O)CSc2nc3ccsc3c(=O)n2Cc2ccc(C)cc2)cc1
    -0.3 | 9.9 | 6.7 | 0.2
CCCCOC(=O)c1ccc2c(c1)C(=O)N(c1ccc3ccccc3c1)C2=O
    -0.6 | -1.9 | 3.0 | -0.1
O=C(N/N=C/c1ccccc1)c1cc(-c2cccc([N+](=O)[O-])c2)n[nH]1
    0.7 | -5.3 | 6.6 | -0.1
CCN(CC)C(=S)SCC(=O)c1cc(C)n(-c2ccc(F)cc2)c1C
    -0.6 | -74.6 | 11.1 | -0.1
O=[N+]([O-])c1ccc(N2CCN(Cc3nnnn3Cc3cccs3)CC2)cc1
    -0.8 | 14.8 | 6.9 | 0.0
CC(OC(=O)c1cn(-c2ccccc2)nc1-c1cccnc1)C(N)=O (stereo not given)
    -0.8 | -0.1 | 5.2 | 0.1
COCCCNc1oc(-c2cccc(C)c2)nc1C#N
    -3.5 | 14.2 | -4.1 | 0.1
CCOc1ccc(N/C(SCc2ccc(Cl)cc2)=C(/C#N)C(=O)NCc2ccc3c(c2)OCO3)cc1
    -0.6 | 10.2 | 18.2 | 0.1
COc1c(O)ccc(/C=N\NC(=O)C2COc3cc4ccccc4cc3O2)c1[N+](=O)[O-] (stereo not given)
    0.8 | -8.4 | 10.0 | 0.2
CC(=O)N(CN1C(=O)c2cccc([N+](=O)[O-])c2C1=O)c1cc(Cl)ccc1Cl
    1.1 | -1.7 | 14.5 | 0.0
COc1ccccc1NC(=O)CN1CCN(c2nccn2-c2ccc(C)cc2)CC1
    -1.0 | -1.9 | 11.8 | -0.5
Cc1ccc(OCC(=O)NCCCN(C)C)cc1
    1.3 | 16.1 | -0.1 | 0.0
CCCNC(=O)C(=O)NCc1ccc2c(c1)OCO2
    2.6 | 0.7 | 9.5 | 0.0
Cc1cccc(NC(=O)C(C(F)(F)F)C(F)(F)F)c1C
    -1.1 | -4.1 | -24.1 | -0.1
O=C(N1CCCCC1)N1CCCC(c2ncncc2-c2ccncc2)C1 (stereo not given)
    0.1 | 4.3 | 10.7 | 0.7
COc1ccc(Br)cc1C(=O)N/N=C/c1cc([N+](=O)[O-])ccc1O
    0.6 | 4.7 | 1.8 | 0.1
C=CCSc1nc2c(c(=O)[nH]1)C(c1ccc(N(C)C)cc1)C1=C(CCCC1=O)N2 (stereo not given)
    -0.4 | 3.9 | 0.4 | -0.1
CC(C)n1cnc2c(NCCN3CCOCC3)nc(NCc3cccnc3)nc21
    0.1 | 3.3 | 0.8 | -0.1
O=C(Nc1nnc(N2CCCCC2)s1)Nc1ccccc1C(F)(F)F
    -0.5 | -28.2 | 7.5 | 0.0
CCOc1ccc(C(=O)Nc2ccc(NC(=O)c3cccc(Cl)c3)cc2)cc1
    0.6 | 12.1 | -3.6 | -0.1
CCOC(=O)C(C(C)C)N1C(=O)C2C3CCC(C3)C2C1=O (stereo not given)
    0.1 | 5.0 | 4.3 | -0.1

Quoted at random: 4 entries already listed
Sequence of screens: GPR151 activ | TEAD-YAP inh | MITF primary | FBW7 activator
Cc1ccc(CNC(=O)CN2CCN(Cc3ccc(C)cc3)C2=O)cc1
    -0.9 | 6.6 | 6.9 | -0.2
O=C(O)Cn1cccc([N+](=O)[O-])c1=O
    -0.9 | -7.5 | -2.5 | -0.1
COc1ccc2[nH]c(C)c(CN(C)C)c(=O)c2c1
    0.0 | 14.6 | -3.5 | 0.0
CCc1ccc(NC(=O)CSc2nc3ccsc3c(=O)n2Cc2ccc(C)cc2)cc1
    -0.3 | 9.9 | 6.7 | 0.2

Next entries:
Sequence of screens: GPR151 activ | TEAD-YAP inh | MITF primary | FBW7 activator
O=C(CCSc1ccccc1)Nc1nccs1
    0.2 | -21.9 | -2.2 | -0.2
COc1ccc(NC(=O)C(=O)/C=C(\O)c2ccc(Cl)cc2)cc1
    -1.4 | -15.1 | -5.8 | -0.2
COc1ccc(CCNC(=O)CSc2nc3ccsc3c(=O)n2CC2CCC(C(=O)O)CC2)cc1OC (stereo not given)
    0.2 | 7.0 | -3.8 | -0.1
Cc1ccc(S(=O)(=O)Nc2nc(C)cc(-n3nc(C)cc3C)n2)cc1
    -0.1 | -4.0 | 0.9 | -0.1
O=C(Cc1cccs1)N1CCC(c2nc3c(nnn3Cc3ccccc3)c(=O)[nH]2)CC1
    -0.8 | -4.0 | -6.2 | -0.2
CCOc1ccc(/C=C\c2nc(O)c([N+](=O)[O-])c(=O)[nH]2)c(OCC)c1
    -0.8 | -1.7 | -11.0 | -0.1
CCOC(=O)Cc1nnc2c(Nc3cccc(Br)c3)nc3nonc3n12
    -0.9 | 1.2 | 8.3 | -0.1
COc1ccc(S(=O)(=O)N(C)C2CCS(=O)(=O)C2)cc1C (stereo not given)
    1.9 | 10.0 | 8.5 | 0.1
CCOc1ccc(-n2c(=S)sc3c(=O)[nH]c(SCC(=O)Nc4cccc(C(F)(F)F)c4)nc32)cc1
    0.2 | -6.2 | -4.6 | 0.0
CCOc1cccc(OCCCOc2ccc(C=O)cc2)c1
    -0.8 | 6.7 | -9.8 | 0.0
COc1ccc(-c2cnc3c(n2)[nH]c(=O)n3-c2ccccc2)cc1
    -0.5 | -4.6 | -5.9 | 0.5
CCC(Oc1ccccc1)C(=O)NCc1ccc(OC)cc1 (stereo not given)
    -0.1 | -11.9 | -8.3 | -0.1
COc1ccc2oc(=Nc3ccc(-c4ccccc4)cc3)c(C(N)=O)cc2c1
    -8.6 | -1.0 | 7.8 | 0.6
COc1ccc2c(c1)C1NC(=S)N(c3cccc(Br)c3)C(C)(O2)C1C(=O)Nc1ccc(Cl)cc1 (stereo not given)
    -1.2 | 1.9 | 12.8 | -0.2
O=c1c2ccccc2ncn1CCCCOc1ccccc1I
    -1.3 | -1.7 | 5.7 | 0.0
N#Cc1ccc(NC(=O)Nc2cccn(Cc3ccccc3)c2=O)cc1
    0.9 | 20.5 | -0.4 | 0.1
CC(C)c1ccc(NC(=O)C2C3C=CC4(O3)C2C(=O)N(CCN2CCCCC2C)C4C(=O)NC2CCCCC2)cc1 (stereo not given)
    -0.1 | -11.9 | -4.2 | 0.3
CC(=O)NC1C(=O)N(Cc2ccccc2)c2ccc(Br)cc21 (stereo not given)
    2.6 | 9.0 | 3.7 | -0.2
COc1ccc2c(c1)c(/C=C/c1nc3ccccc3c(=O)n1-c1ccccc1)c(C)n2C
    2.2 | 1.5 | 4.0 | -0.1
O=C(Nc1nc2ccccc2s1)c1ccc(S(=O)(=O)N2CCc3ccccc32)cc1
    -0.6 | -4.0 | 42.5 | 0.0
N#C/C(C(=O)N1CCCC1)=c1/s/c(=C\c2ccc(O)c(O)c2)c(=O)n1-c1ccccc1
    -1.0 | -0.4 | 6.3 | -0.6
Cc1ccc(-n2cc(-c3ccccc3)c3c(NC4CCCCCC4)ncnc32)cc1Cl
    2.1 | -0.3 | 14.4 | 0.0
CCCCCNC(=O)C(C)Oc1ccccc1 (stereo not given)
    0.3 | -2.3 | 17.0 | 1.0
CN=c1scc(-c2ccccc2Br)n1/N=C/c1ccc(O)cc1O
    -3.4 | 96.2* | 5.9 | -0.1
Cc1ccc(Oc2cc(F)nc(N)n2)c(C)c1
    0.3 | 6.9 | 4.6 | 0.0
COCC(C)n1c(C)cc(C(=O)CSc2nnc(-c3ccc4c(c3)OCO4)o2)c1C (stereo not given)
    -0.5 | 0.2 | -8.0 | -0.1
Cc1ccc(-n2cc(-c3ccccc3)nc2SCC(=O)NC2CCCCC2)cc1
    -1.6 | -30.2 | -3.0 | 0.8
O=C(Oc1cccc(/C=N/NC(=O)c2ccccn2)c1)c1cccc(F)c1
    -4.2 | -4.9 | 48.0 | -0.2
Cc1c(Nc2cnn(C34CC5CC(CC(C5)C3)C4)c(=O)c2Cl)cccc1C(=O)O
    0.9 | 4.0 | -1.8 | 0.0
O=C(CSc1nc(-c2ccccc2)cc(-c2ccccc2)n1)Nc1nc(-c2ccccc2)cs1
    -0.3 | 4.9 | 7.5 | -0.1
Cc1cc(N2CCN(c3ncccn3)CC2)nc2ccc(NC(=O)c3cc(=O)c4ccccc4o3)cc12
    0.0 | -1.6 | 0.2 | 0.0
COCCNc1oc(-c2ccc([N+](=O)[O-])cc2)nc1C#N
    -0.5 | -10.0 | -5.1 | 0.1
CCCCOc1ccccc1C1C(C(=O)OCCOCC)=C(C)NC2=C1C(=O)CCC2 (stereo not given)
    0.8 | 10.0 | 0.1 | 0.0
O=C(Nc1cccnc1)c1ccc(COc2cc(Cl)ccc2Cl)o1
    -2.3 | -3.6 | 11.4 | -0.1
Cc1cc(Nc2ccc(C)c(Cl)c2)nc(N2CCOCC2)n1
    1.1 | -20.0 | 0.9 | 0.0
Cc1c(C(=O)N/N=C/c2ccc(O)c([N+](=O)[O-])c2)sc(N)c1C#N
    -1.6 | 4.4 | 10.0 | 0.1
COc1ccc(CN2CC(C(=O)NC3CCCC3)CC2=O)cc1 (stereo not given)
    1.3 | -0.1 | -5.5 | 0.0
O=C(NC12CC3CC(CC(C3)C1)C2)c1ccccc1O
    0.9 | 2.9 | -19.1 | 0.2
Cc1cc(C)c(CN2CCc3nnc(CNC(=O)Cc4cccc(F)c4)n3CC2)cc1C
    0.5 | 6.3 | 4.3 | -0.1
COc1cc(C=O)ccc1OCCSc1ccccc1
    -0.9 | -36.1 | -5.5 | 0.1
O=C(O)c1cc2nc(-c3cccs3)cc(C(F)(F)F)n2n1
    -1.6 | 1.3 | 4.2 | 0.0
O=C(CCSc1ccc(F)cc1)NNC(=O)Cc1ccc(Cl)cc1
    0.9 | 5.3 | -5.9 | -0.1
COc1ccc(N2CC(O)(c3ccc(C)cc3)[N+]3=C2CCCC3)cc1 (stereo not given)
    -1.4 | 17.3 | 14.9 | 0.6
O=C(CCC1(Cc2cccs2)CCC(=O)N1)NCCOc1cccnc1 (stereo not given)
    -1.4 | 4.1 | -20.0 | -0.1
CC(C)C[C@@H]1NC(=O)[C@@H]2C[C@H](NC(=O)Nc3cccc(Cl)c3)CN2C1=O
    1.8 | -0.7 | -0.1 | -0.1
N#CC(C#N)=NNc1ccc(O)c(C(=O)O)c1
    0.5 | 2.9 | 79.1* | -0.1
CCSc1ccc(-c2ccc(SCC)cc2)cc1
    -0.9 | -3.4 | 9.6 | 0.3
O=C(CNc1ccc(I)cc1)N/N=C/c1ccc([N+](=O)[O-])cc1
    0.9 | 0.3 | -0.6 | -0.1
COc1ccc(CN2CCNC(=O)C2CC(=O)NCc2ccc(Cl)s2)cc1OC (stereo not given)
    -0.3 | -5.8 | -2.1 | -0.1
O=C(Nc1ccc(NC(=O)c2cccc(Cl)c2)nc1)c1ccncc1
    -0.9 | -13.0 | 0.5 | 0.0
O=c1nc(N2CCCCC2)nc(Nc2ccccc2)[nH]1
    0.3 | 3.1 | -1.6 | -0.1
Cc1ccc(C(=O)CCC(=O)Nc2ccccc2F)cc1
    -0.2 | -10.6 | 16.6 | 0.1
Cc1cc(C)c(NC(=O)Cn2ccccc2=O)c(C)c1
    -0.6 | 6.3 | 8.2 | 0.0
COc1ccc(/C=C/C(=O)c2cccs2)cc1
    -1.9 | -89.5 | -6.2 | 0.0
CC(C)NS(=O)(=O)c1ccc(NC(=O)Cc2n[nH]c(=O)c3ccccc23)cc1
    0.6 | 7.9 | 4.7 | -0.1
